Bioassay records as filed in PubChem.
Nrf2 activator: qHTS of Nrf2 Activators. AREc32 ARE-luciferase reporter (MCF7-derived line), luminescence, 24 h. Potency, µM (series often up to 46.1 µM), for the others: at the highest dose activation, usual class: activators. 410,000 tested, 0.31% active; further: potency means the concentration at half of the fitted maximal effect; % of control where 0% means no effect; nearly all actives have a fitted effect of over 65% in size
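Nrf2 activation is followed as ARE-luciferase induction in the AREc32 line after one day of compound treatment; luminescence is read with Steady-Glo.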
TGFb inhibitor: qHTS for Inhibitors of TGF-b; HepG2 CAGA-GFP TGF-b/SMAD3 reporter, GFP fluorescence, 18 h; TGF-beta stimulated, 500 pg/mL final; Potency, µM (series often up to 46.1 µM), without a hit: at the top dose activity, negative = inhibition, usual class: inhibitors; 410,000 tested, 1.2% active; AID 588855, 2011; further: potency means the concentration at half of the fitted maximal effect; on the % scale 0 is the no-effect control and ±100 the full control effect; nearly all actives have a fitted effect of over 65% in size
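First, reporter cells (HEPG2 CAGA-GFP) rested 2 h at 37 degrees C. Next, compounds were pinned in and TGF-beta added to 500 pg/mL final. After 18 h, GFP was imaged per cell and summed per well.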
A549 viability: Nrf2 qHTS screen for inhibitors: counterscreen for cytotoxicity. A549 ARE-Fluc cells, CellTiter-Fluor viability, 18-24 h. Potency, µM (top dose mostly 46 µM), for inactives: at the top dose activity change, negative = cytotoxicity, usual class: inhibitors. 390,000 tested, 0.16% active; further: potency means the concentration at half of the fitted maximal effect; on the % scale 0 is the no-effect control and ±100 the full control effect
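A549 ARE-Fluc cells in 5% FBS OPTI-MEM, 5000 cells/well, rested 2 h then exposed to compounds in concentration-response for 18-24 h at 37 °C. Viability by CellTiter-Fluor fluorescence (Ex 405/Em 525) after 30 min; luciferase luminescence (BugLite, 15 min, RT) read afterwards.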
MmCpn inh: Inhibitors of TCP-1 ring complex (TRiC) of Methanococcus maripaludis (MmCpn): qHTS | purified Mm-Cpn ATPase, ADP Transcreener TR-FRET | Potency, µM (top dose mostly 76.9 µM), inactives show top-dose activity, negative = inhibition, hits mostly inhibitors | 330,000 tested, 0.031% active; further: potency means the concentration at half of the fitted maximal effect; on the % scale 0 is the no-effect control and ±100 the full control effect; nearly all actives have a fitted effect of over 80% in size
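Measured: ADP formation by purified Mm-CPN. Conditions: 25 nM protein, 10 uM ATP, Tris pH 7.4 with Mg2+, K+ and DTT, 37°C for 30 min. Detection: Transcreener HTRF after 30 min at room temperature.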
Nrf2 block: Nrf2 qHTS screen for inhibitors. Potency, µM (titrated, usually from 46 µM), inactives show at the top dose activity change, negative = inhibition, actives largely listed as inhibitors. A549 ARE-Fluc reporter, luciferase luminescence, 18-24 h. 360,000 tested, 2.1% active. AID 504444, 2011; further: potency means the concentration at half of the fitted maximal effect; on the % scale 0 is the no-effect control and ±100 the full control effect; nearly all actives have a fitted effect of over 60% in size
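A549 ARE_Fluc cells (5000/well, 5% FBS OPTI-MEM) pre-incubated 2 h, then treated with compounds 18-24 h at 37C/5% CO2 in concentration-response. CellTiter-Fluor viability read first; BugLite luciferase luminescence after 15 min at room temperature gives Nrf2 activity.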
Akt phos inh: HTS Assay for Inhibitors of Akt Phophorylation: Primary Screen | activity change, % for hits at 50 µM | 360,000 tested, 0.32% active | Neuro2A IGF-stimulated pAkt S473 HTRF, 20 min; hits give low values; in the data active means activity change below about -80%; inconclusive means mostly about -51% to -80%; further: on the % scale 0 is the no-effect control and ±100 the full control effect
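Neuro2A cells in DMEM with 0.5% FBS, overnight at 37 deg C, given compound at single 50 µM final, then IGF (6 nM final) for 20 min at 37 deg C. Lysed; phospho-Akt Ser473 by HTRF after 24 h, 665/615 ratio.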
HepG2 viability: qHTS for Inhibitors of TGF-b: Cytotox Counterscreen; HepG2 CAGA-GFP viability, ATP luminescence, 18 h; Potency, µM (titrated, usually from 46.1 µM), inactives show at the top dose activity change, negative = cytotoxicity, most hits filed as cytotoxic; 410,000 tested, 0.76% active; further: potency means the concentration at half of the fitted maximal effect; some results filed as inactive show a strong effect at the top dose
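CellTiter-Glo luminescence gave cytotoxicity after 18 hours at 37 degrees C. The cells were HepG2 CAGA-GFP in 1% FBS DMEM, stimulated with 500 pg/mL TGF-beta after compound addition. %Activity was normalised to no-cell wells (complete cell-killing) and DMSO (no toxicity), and curves were fitted and classified.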
S2 tox: Viability Counterscreen for Primary qHTS for Inhibitors of ATXN expression; S2 cells (HEK-293 line with an ATXN2-luciferase reporter) viability, CellTiter-Fluor protease fluorescence, 24 h; 400,000 tested, 0.49% active; Potency, µM (doses to about 56.7 µM), usual class: cytotoxic; AID 651635, 2014; further: potency means the concentration at half of the fitted maximal effect; nearly all actives have a fitted effect of over 40% in size
CCT modulator: High-Throughput Screening for Modulators of Cytosolic Chaperonin Activity; activity change, % (concentration not given with the values), hits read low; 360,000 tested, 0.3% active; purified chaperonin ATPase assay, HTRF ADP detection, 30 min; in the data active means activity change below about -30%; further: on the % scale 0 is the no-effect control and ±100 the full control effect
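TRiC (40 or 20 nM final, by batch activity) in 30 mM Tris pH 7.4, 100 mM KCl, 5 mM MgCl2, 1 mM DTT was treated with compound at 76 uM single dose, then 10 uM ATP, 30 min at 37 °C. ADP was read by HTRF Transcreener.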
Numbers without * were called inactive; i = inactive; ? = inconclusive; . = not tested or not shown; & = joins results of further samples; [ ] = dose if it differs, or a comment. Unless noted, the call rests on the fitted dose curve; in most records, active means well fitted curve in the direction sought with a large enough effect; inconclusive means small, poorly fitted or top-dose-only effect, or another doubt; inactive means no such curve, though single readings can be large; an effect the other way counts as inactive or inconclusive.

mol,Nrf2 activator,TGFb inhibitor,A549 viability,MmCpn inh,Nrf2 block,Akt phos inh,HepG2 viability,S2 tox,CCT modulator
NS(=O)(=O)c1ccc(CNC(=O)c2cc(-c3cccnc3)nc3ccc(Br)cc23)cc1,-0.7%,-20%,-7%,-21%,?,i,-24%,i,-2.3
CCN(CC)c1ccc(C(=O)NNC(=O)Cn2c(=O)cnc3ccccc32)cc1,2.1%,-14%,.,.,.,i,-4%,i,-1.2
Cc1c(Cl)cccc1NC(=S)NCc1ccccc1,-0.2%,-3%,4%,.,-14%,i,3%,i,-0.7
CCOc1cc(C2NC(=O)NC(c3ccccc3)=C2C(C)=O)ccc1OC(C)=O (centres undefined),-0.5%,9%,-12%,4%,19%,i,2%,i,-0.9
C/C=C/C=C/C(=O)OCC(=O)Nc1ccc(Cl)cc1,0.0%,4%,2%,-2%,16%,i,-16%,i,-4.9
Cc1cc2nccc(-c3cccnc3)n2n1,-0.1%,18%,-1%,-18%,-10%,i,15%,i,-3.3
CCOc1ccc2nc3c(cc2c1)CN(CCCO)C(=NCCOC)S3,4.0%,-2%,1%,-21%,-28%,i,-2%,i,0.8
COc1ccccc1CNC(=O)COC(=O)c1sc(C)nc1C,0.4%,8%,14%,0%,-6%,i,2%,i,-1.6
Cc1ccc(S(=O)(=O)N2CCOCC2)cc1NC(=O)Nc1ccc([N+](=O)[O-])cc1,-0.6%,16%,-2%,-1%,2%,i,6%,i,-0.9
Cc1ccc(NC(=O)Nc2ccccc2)cc1[N+](=O)[O-],0.2%,0%,-6%,0%,7%,i,-24%,?,-0.5
COC(C/C=C\[C@@H](O)COCc1ccccc1)OC,-0.8%,7%,5%,1%,-25%,i,-15%,i,-1.2
CCS(=O)(=O)N1CCCC(C(=O)NCc2cccc(OC)c2)C1 (centres undefined),-0.1%,12%,2%,0%,-9%,i,20%,i,-2.9
Cc1ccc2nc(NC(=O)Cn3nc(C)c([N+](=O)[O-])c3C)sc2c1,0.2%,0%,4%,-4%,-28%,i,0%,i,-1.6
COC(=O)[C@@]1(Cc2ccc(F)cc2)[C@H]2c3cc(C(=O)N(C)C)n(CCN4CCOCC4)c3C[C@H]2CN1C(=O)c1ccccc1,-1.1%,.,.,.,.,i,.,i,-1.9
CC[C@@H]1C(c2cccc(Cl)c2)=NN(c2ccc(Br)cc2)[C@H]1C(=O)N1CCOC1=O,11%,?,3%,-9%,-10%,i,-44%,.,-0.9
Cc1ccc(CNc2oc(-c3ccco3)nc2C#N)cc1,4.8%,-3%,4%,-5%,-13%,i,8%,i,0.7
O=C(Nc1ccc(Cl)c(Cl)c1)c1ccc2c(c1)OCO2,1.9%,-2%,-5%,-23%,?,i,-10%,i,-2.1
CC1CCC(=C(C#N)c2nc(-c3cc4ccccc4oc3=O)cs2)CC1 (centres undefined),6.8%,1%,-9%,-9%,?,i,-27%,i,-1.8
NS(=O)(=O)c1ccc(CNc2ccc3ccccc3n2)cc1,3.7%,-13%,1%,-6%,6%,i,-15%,i,-1.2
CCOC(=O)c1cc(-c2ccc(F)cc2)n(CCC(=O)NC2CCCCC2)c1C,7.5%,-24%,-8%,.,.,.,-18%,.,.
CCN1CCN(C(c2cccs2)C(C)NC(=O)c2ccco2)CC1 (centres undefined),0.3%,-11%,0%,1%,9%,i,-3%,i,1.7
Cc1cc(NC(=O)CSc2nc(Cc3ccccc3)c(C)[nH]2)no1,0.3%,-7%,-4%,0%,-1%,i,-5%,i,-2.9
COc1ccc(CCNCc2cc(C)n(-c3ccc(OC)cc3)c2C)cc1,-0.2%,-5%,0%,-3%,2%,i,-14%,?,1.5
O=C(c1ccc(Cl)nc1)N1CCN(S(=O)(=O)c2ccccc2)CC1,-0.4%,2%,0%,-1%,1%,i,-5%,i,-2.6
C/C(=N\OCC(=O)Nc1nc2ccccc2s1)c1ccccc1,-0.3%,1%,-4%,2%,-2%,i,7%,i,0.2
COc1ccc(C2c3c(ncn(CCN4CCOCC4)c3=N)Oc3ccc4ccccc4c32)cc1OC (centres undefined),12%,?,?,-3%,3%&0%,i,14µM*,.,-1.2
CCn1cc(/C=N\NC(=O)c2ccc(Cl)cc2)cn1,0.7%,-7%,3%,1%,11%,i,5%,i,2.1
O=C(CNC(=O)c1ccco1)NCC(=O)OCc1cccc(C(=O)Oc2ccccc2)c1,0.3%,-10%,-11%,-2%,6%,i,-26%,i,0.6
CNc1nc(C23CC4CC(CC(C4)C2)C3)cs1,0.5%,-23%,-5%,1%,-17%,i,-33%,i,2.7
COc1ccc2c(c1)c1c(c(=O)n(-c3cc(Cl)ccc3C)c(=O)n1Cc1ccc(F)cc1)n2C,-0.9%,-10%,10%,.,1%,.,-1%,i,.
Cc1cccn2c(=O)c(C=C(C#N)C#N)c(N3CCN(c4cccc(Cl)c4)CC3)nc12,10%,55%[activator],?,0%,?,i,7%,?,1.0
CCc1ccc(NC(=O)Cn2nnc(C(=O)NCc3cccs3)c2N)cc1,-0.1%,3%,1%,0%,0%,i,4%,?,-3.1
O=C(CN1C(=O)NC2(CCCC2)C1=O)Nc1cc(S(=O)(=O)N2CCCCC2)ccc1Cl,-0.3%,4%,-1%,1%,?,i,-18%,i,-1.0
O=C(NNC1OC(CO)C(O)C(O)C1O)c1cccnc1 (centres undefined),-0.8%,-22%,1%,0%,9%,i,2%,i,0.6
CCOc1ccc(S(=O)(=O)N2CCC(C(=O)N3CCCC3)CC2)cc1C,-0.1%,-26%,-2%,0%,?,i,-13%,i,-1.4
Cc1nc(CNC(=O)c2cc(COc3c(F)cccc3F)on2)cs1,-0.2%,9%,1%,1%,-7%,i,13%,i,-0.2
O=S(=O)(c1ccc(Cl)cc1)c1snnc1-c1ccccc1,?,14µM*,?,-1%,-21%,i,-73%,25µM*,-5.0
Cc1ccc(-c2nc(CS(=O)CC(=O)NCc3ccc(Cl)cc3)c(C)o2)cc1 (centres undefined),3.8%,?,-2%,-1%,?,i,-68%,i,0.1
O=C(c1cccnc1)N1CCN(C(=O)c2cccs2)CC1,-0.1%,0%,1%,1%,2%,i,-1%,i,-23
CC(C)Oc1ccc(N2CC(C(=O)Nc3ccccc3F)CC2=O)cc1 (centres undefined),-0.3%,?,-11%,-1%,-10%,i,-11%,i,-0.8
O=C(NCc1ccccc1)c1cnc(N2CCCCC2)c2ccccc12,3.9%,5%,10%,.,.,.,-7%,.,.
N/C(=N\OC(=O)CCCc1ccccc1)c1ccccc1,0.3%,-8%,8%,-10%,22%,i,-16%,i,-1.9
CCOc1ccc(CCNC(=O)COC(=O)c2ccccc2O)cc1OCC,-0.7%,-3%,-1%,1%,12%,i,2%,i,-1.7
COc1cccc(CNC(=O)Cn2ccc3cc(S(=O)(=O)N4CCCCCC4)ccc32)c1OC,2.1%,-18%,-11%,0%,?,i,-11%,i,0.4
O=C(NCCCO)C(=O)Nc1c2c(nn1-c1ccc(F)cc1)CSC2,0.3%,5%,4%,.,.,.,-6%,i,.
CNC(=O)COC(=O)c1cc(=O)[nH]c2ccccc12,-0.2%,-8%,-1%,-4%,3%,i,-2%,i,0.3
CSc1ncc(Cl)c(C(=O)C(C#N)c2nc3c(C)cc(C)cc3c(=O)[nH]2)n1 (centres undefined),5.8%,?,-8%,-14%,?,i,-12%,i,-4.9
COc1ccc(C)cc1NC(=O)C(Sc1nnc(Nc2cc(C)ccc2OC)s1)c1ccccc1 (centres undefined),4.1%,-39%,0%,-2%,8%,i,3%,i,1.3

Five neighbouring entries already listed, for reference:
mol,Nrf2 activator,TGFb inhibitor,A549 viability,MmCpn inh,Nrf2 block,Akt phos inh,HepG2 viability,S2 tox,CCT modulator
CCS(=O)(=O)N1CCCC(C(=O)NCc2cccc(OC)c2)C1 (centres undefined),-0.1%,12%,2%,0%,-9%,i,20%,i,-2.9
Cc1ccc2nc(NC(=O)Cn3nc(C)c([N+](=O)[O-])c3C)sc2c1,0.2%,0%,4%,-4%,-28%,i,0%,i,-1.6
COC(=O)[C@@]1(Cc2ccc(F)cc2)[C@H]2c3cc(C(=O)N(C)C)n(CCN4CCOCC4)c3C[C@H]2CN1C(=O)c1ccccc1,-1.1%,.,.,.,.,i,.,i,-1.9
CC[C@@H]1C(c2cccc(Cl)c2)=NN(c2ccc(Br)cc2)[C@H]1C(=O)N1CCOC1=O,11%,?,3%,-9%,-10%,i,-44%,.,-0.9
Cc1ccc(CNc2oc(-c3ccco3)nc2C#N)cc1,4.8%,-3%,4%,-5%,-13%,i,8%,i,0.7

This is a random part of the collection. Share with any hit: about 4.4%.
